Screening results from PubChem BioAssay.
PABP1 MLLE inh – blocks PAM2 peptide binding to the PABP1 MLLE domain; P11940; GST-MLLE / FITC-PAM2 fluorescence polarization; inhibition, % at 20 µM; actives 0.36% (n = 360,000); in the data active = inhibition above about 35%, passing the limit was not always enough;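 note: plate controls were DMSO wells with GST-MLLE for no effect and wells lacking GST-MLLE protein for full effect; some results filed as inactive read as strong as hits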
NadD inh – NadD (S. aureus) enzyme inhibition; inhibition, % at 20 µM; purified NadD enzyme, colorimetric absorbance read-out; actives 0.78% (n = 360,000); in the data active = inhibition above about 26%; note: some compounds past the cut are filed as inactive
FAS TE block – FAS thioesterase (human) inhibition; P49327; recombinant FAS-TE, OMFH fluorogenic substrate, fluorescence endpoint; inhibition, % at 15 µM; actives 0.67% (n = 360,000);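 active = compounds whose normalised, plate-corrected inhibition of enzyme fluorescence in the single-dose primary screen is 50% or more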;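 note: 0% = DMSO with enzyme and 100% = substrate without enzyme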
CSN inh – CSN deneddylation inhibition; Purified CSN, SCF-Nedd8-OG deneddylation, fluorescence polarization; inhibition, % at 12.5 µM; actives 0.38% (n = 360,000); AID 651999;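 active = pattern-corrected inhibition above about 35%, with an unprinted fluorescence ratio check between 0.5 and 1.5, limit read from the data, passing the limit was not always enough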;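 note: 0% = enzyme with substrate and 100% = substrate without enzyme; some results filed as inactive read as strong as hits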
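test system = HEK293T-derived human Csn5 enzyme | amount = 0.24 nM Csn5 enzyme, final concentration | medium = Tris/NaCl/DTT buffer, pH 7.5 | schedule = 90 min reaction at room temperature | signal = FP | evaluation = inhibition of Csn5 cleavage, % | compound dosing = single dose of 12.5 µM compound with 0.25% DMSO | probe or stimulus = 10 nM SCFSkp2-Nedd8OG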
Rpn11 inh – inhibitors of human proteasome Rpn11; actives 0.59% (n = 360,000); calls only at 20 µM; O00487; human 26S proteasome, Ub4-pepOG fluorescence polarization; 20S core pre-blocked with epoxomicin;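 active = inhibition at 20 µM, scaled to each plate's controls, above about 33%, limit read from the data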
Target sequence (O00487 whole entry, looked up): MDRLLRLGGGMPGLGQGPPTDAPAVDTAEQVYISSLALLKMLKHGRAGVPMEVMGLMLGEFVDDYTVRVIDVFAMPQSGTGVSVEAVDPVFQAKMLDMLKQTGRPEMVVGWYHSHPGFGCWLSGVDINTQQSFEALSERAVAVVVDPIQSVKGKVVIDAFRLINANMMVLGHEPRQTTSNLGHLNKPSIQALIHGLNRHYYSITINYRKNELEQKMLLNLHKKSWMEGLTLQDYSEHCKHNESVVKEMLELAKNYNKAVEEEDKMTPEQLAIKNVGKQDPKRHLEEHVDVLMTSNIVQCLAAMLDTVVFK
MT1-MMP act inh – blocks activation of human MT1-MMP | HT1080 RFP-PRO-GFP cells, GFP/RFP ratio fluorescence, overnight; percent of plate control window, DMSO zero | GFP/RFP ratio change, % at 20 µM | actives 0.061% (n = 360,000);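 active = GFP/RFP ratio change of at least 30% with cell ATP level not reduced by more than half and red fluorescence within 50% of control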; note: strong numbers were not always called active
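Assay system: RFP-PRO-GFP reporter HT1080 cells; read-out basis: GFP/RFP fluorescence ratio; benchmarks: DMSO wells and RFP-L50D-GFP cells; doses: 20 µM single dose, 1% DMSO; schedule: overnight cell settling, then overnight compound exposure, 37 °C, 5% CO2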
Neddylation inh – inhibitors of human cullin neddylation; calls only at 25 µM; TR-FRET cullin neddylation, biochemical; actives 0.58% (n = 360,000); P61081+Q13564; in the data active = inhibition above about 36%
Target sequence (P61081 whole entry, looked up): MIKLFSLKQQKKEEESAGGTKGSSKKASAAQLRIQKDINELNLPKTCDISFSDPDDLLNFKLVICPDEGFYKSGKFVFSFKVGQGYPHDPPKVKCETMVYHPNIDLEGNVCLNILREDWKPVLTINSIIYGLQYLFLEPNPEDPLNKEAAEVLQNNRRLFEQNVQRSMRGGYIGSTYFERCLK
Target sequence (Q13564 whole entry, looked up): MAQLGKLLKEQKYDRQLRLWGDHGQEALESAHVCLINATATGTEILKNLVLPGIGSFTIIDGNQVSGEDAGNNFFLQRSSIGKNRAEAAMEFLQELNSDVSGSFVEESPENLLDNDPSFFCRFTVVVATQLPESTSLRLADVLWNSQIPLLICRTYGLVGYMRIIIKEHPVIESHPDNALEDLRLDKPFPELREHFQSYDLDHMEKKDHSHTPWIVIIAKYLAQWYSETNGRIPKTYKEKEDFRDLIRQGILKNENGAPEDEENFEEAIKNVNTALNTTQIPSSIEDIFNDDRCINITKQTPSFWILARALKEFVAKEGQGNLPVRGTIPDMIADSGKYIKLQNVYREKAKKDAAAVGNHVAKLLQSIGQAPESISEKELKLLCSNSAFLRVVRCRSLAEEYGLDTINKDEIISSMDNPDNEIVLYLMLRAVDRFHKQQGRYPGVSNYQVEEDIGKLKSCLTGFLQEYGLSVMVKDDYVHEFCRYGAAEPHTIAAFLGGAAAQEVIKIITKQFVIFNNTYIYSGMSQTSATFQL
SKN-1 block – blocks SKN-1 activity in C. elegans | inhibition, % at 21.8 µM | AID 624304 | actives 0.49% (n = 360,000) | C. elegans VP596 Pgst-4::GFP/RFP ratio, acrylamide-induced, 24 h;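 active = interference check ratio from 0.5 to 1.5 plus GFP to RFP signal ratio inhibition reaching or exceeding a fixed threshold, cut at about 30% in these data, passing the limit was not always enough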; note: some compounds called inactive have numbers as strong as hits
Rin1-Abl PPI inh – human Rin1-Abl interaction inhibition | P00519+Q13671 | TR-FRET Rin1/Abl binding, biochemical | inhibition, % at 7.35 µM | actives 0.4% (n = 360,000) | AID 588664; in the data active = inhibition above about 5%, passing the limit was not always enough
Starred values were filed as active, the others as inactive; i = inactive; x = not tested or not shown; + = active, no number. Compounds as they come; any-hit rate near 3.9%.

SMILES | PABP1 MLLE inh | NadD inh | FAS TE block | CSN inh | Rpn11 inh | MT1-MMP act inh | Neddylation inh | SKN-1 block | Rin1-Abl PPI inh
Cc1oc2cc(Br)c(O)c(Br)c2c1-c1ccccc1 | 6 | -11 | 27 | 3 | i | -1 | i | 0 | 0
CCOC(=O)c1sc(C(=O)OCC)c(OCCO)c1OCCO | -3 | -4 | -8 | -1 | i | 2 | i | -45 | 0
COC(=O)C(CC(C)C)NC(=O)c1ccc([N+](=O)[O-])c(C)c1 (stereo unspecified) | 0 | -1 | 6 | 1 | i | 1 | i | -10 | 0
COc1ccc(-c2c(-c3ccsc3)oc(=O)c3cc(OC)c(OC)cc23)cc1 | -2 | -7 | 23 | 0 | i | -2 | i | -18 | 4
Cc1ccc(Cl)cc1N1CCN(C(=O)c2noc(C)c2[N+](=O)[O-])CC1 | 6 | 0 | 8 | -1 | i | -10 | i | 13 | -1
COc1ccc(-c2nn(-c3ccccc3)cc2C(=O)NC(=S)Nc2cc(Cl)ccc2Cl)cc1 | 31 | 1 | 28 | 0 | i | 3 | i | -9 | 0
C/C(=N\NC(=O)c1ccc(CSc2nncn2C)cc1)c1ccc2ccccc2c1 | -12 | 5 | -6 | -5 | i | 9 | i | 6 | -2
Cc1nc(Nc2c(Cl)cccc2Cl)sc1C(=O)Nc1ccccc1 | -3 | 3 | -1 | 12 | i | 0 | i | 7 | -2
ON=C1c2cc(OCCN3CCCCC3)ccc2-c2ccc(OCCN3CCCCC3)cc21 | 3 | 1 | -10 | 2 | i | 3 | i | 9 | -7
COC(=O)c1ccc(/C=N/N2CCN(Cc3ccccc3Cl)CC2)cc1 | 9 | 5 | 22 | 2 | i | 10 | i | 8 | -4
O=C(c1cc(-c2ccccc2)on1)N(Cc1cccnc1)C(c1ccccn1)c1nc2ccccc2[nH]1 (stereo unspecified) | 0 | 2 | -4 | -1 | i | 0 | i | 15 | 3
Cc1cccc(OCC(=O)Nc2ccncc2)c1 | 8 | -7 | -6 | -2 | i | 5 | i | -14 | 3
O=S1(=O)CCN2C=C(Br)C=C(Br)C2=N1 | 7 | -1 | -6 | -3 | i | 2 | i | 5 | 0
CCOc1ccc(S(=O)(=O)NCCC(=O)N2CCN(c3ccccc3O)CC2)cc1 | -1 | -1 | -3 | 4 | i | 0 | i | 9 | 1
CCCCCn1c(CN2CCN(c3cccc(Cl)c3)CC2)nc2c1c(=O)[nH]c(=O)n2C | 5 | -3 | 36 | 0 | i | -13 | i | 5 | 1
O=C(Nc1ccc(CN2CCOCC2)cc1)c1ccc(F)cc1 | -5 | 1 | -7 | -3 | i | 1 | i | -12 | -2
CSCCC(NS(=O)(=O)c1ccc2c(c1)OCCO2)C(=O)N(C)Cc1ccccc1F (stereo unspecified) | 15 | -4 | 2 | -7 | i | -1 | i | 31 | -3
CCSc1nc2cc(OC)c(OC)cc2c(=O)n1CCc1ccccc1 | -76 | -12 | 19 | 0 | i | -1 | i | 17 | 2
CCOC(=O)C1CCN(C(=O)COC(=O)/C=C/c2cccc(OC)c2OC)CC1 | 3 | -2 | 2 | -2 | i | 1 | i | 6 | -3
CCOC(=O)Nc1ccc(NC(=O)c2ccccc2F)cc1 | 15 | -4 | -9 | -4 | i | 2 | i | -5 | -2
O=C1CC(C(=O)Nc2ccc(Cl)c(Cl)c2)S/C(=N\N=C\c2ccco2)N1 (stereo unspecified) | 6 | 15 | 6 | -1 | i | 6 | i | 1 | 4
Cc1ccc(-c2nc3ccccc3c(=O)n2NC(=O)COc2ccccc2)cc1 | 21 | 1 | -6 | -9 | i | 3 | i | 2 | -1
CC(=O)Nc1ccc2c(c1)CCCC2 | -12 | 2 | -4 | 0 | i | 0 | i | 10 | 3
COC(=O)Cc1ccc(NC(=S)NCc2cccc(OC)c2)cc1 | -17 | 0 | -4 | -3 | i | -1 | i | 16 | 4
Cc1ccc(NS(=O)(=O)c2ccc(NS(=O)(=O)c3cccs3)cc2)cc1 | -1 | -1 | 2 | 7 | i | -1 | i | -8 | 2

Profiles as entered above. Screens in order: PABP1 MLLE inh | NadD inh | FAS TE block | CSN inh | Rpn11 inh | MT1-MMP act inh | Neddylation inh | SKN-1 block | Rin1-Abl PPI inh
`Cc1ccc(Cl)cc1N1CCN(C(=O)c2noc(C)c2[N+](=O)[O-])CC1` reads 6 | 0 | 8 | -1 | i | -10 | i | 13 | -1
`CCOC(=O)Nc1ccc(NC(=O)c2ccccc2F)cc1` reads 15 | -4 | -9 | -4 | i | 2 | i | -5 | -2
`CCOc1ccc(S(=O)(=O)NCCC(=O)N2CCN(c3ccccc3O)CC2)cc1` reads -1 | -1 | -3 | 4 | i | 0 | i | 9 | 1
`CCSc1nc2cc(OC)c(OC)cc2c(=O)n1CCc1ccccc1` reads -76 | -12 | 19 | 0 | i | -1 | i | 17 | 2

(listing goes on)
SMILES | PABP1 MLLE inh | NadD inh | FAS TE block | CSN inh | Rpn11 inh | MT1-MMP act inh | Neddylation inh | SKN-1 block | Rin1-Abl PPI inh
Cc1ccc(Nc2nc(-c3ccc(S(=O)(=O)N4CCOCC4)cc3)cs2)cc1 | -6 | 10 | 16 | 3 | i | -1 | i | 25 | 4
COc1cccc(-c2cnc(NCc3cc(Cl)ccc3O)n2C)c1 | -8 | -3 | 9 | 5 | i | 13 | i | -8 | -3
Cc1cccc(COCC(Cc2ccccc2)N2CCN(C(=O)c3ccc(Cl)c(Cl)c3)CCC2=O)c1 (stereo unspecified) | -3 | -5 | 29 | 6 | i | 2 | i | 18 | 10
CCOCCCNS(=O)(=O)c1ccc2c(c1)CCN2C(=O)CC | -2 | 4 | -7 | 3 | i | 1 | i | 2 | 2
COc1ccc(CN(C)C(c2ccccc2)c2nnnn2-c2ccccc2C)c(OC)c1C (stereo unspecified) | 13 | 2 | 11 | -8 | i | -12 | i | 20 | -1
CCOc1ccccc1N1CCN(Cc2cc3c(cc2[N+](=O)[O-])OCO3)CC1 | 3 | -5 | 17 | 5 | i | -1 | i | 7 | -3
O=C(NNC(=O)c1cc(-c2ccncc2)nc2ccccc12)c1ccccc1O | -2 | 7 | 3 | 1 | i | 3 | i | -6 | 0
Cn1nnc2c(NCc3ccco3)nccc21 | -1 | -4 | -4 | -1 | i | 8 | x | 9 | 0
COc1ccc(NC(=O)c2scc(S(=O)(=O)C(C)C)c2N)cc1 | 1 | -3 | -3 | 3 | i | 5 | i | -3 | 0
CC1CCN(C(=O)CS(=O)(=O)Cc2ccccc2)CC1 | -5 | -1 | -4 | -5 | i | -1 | i | 15 | 2
O=C1OCCN1C(=O)[C@H]1[C@H](c2ccc(Cl)cc2)C(c2ccccc2)=NN1c1ccc(Br)cc1 | 3 | 13 | 81* | 1 | i | -2 | x | -9 | 3
N#Cc1cccnc1N1CCN(C(=O)COCC(=O)O)CC1 | 19 | -5 | -7 | 0 | i | 2 | + | -3 | -1
Cc1c(C)c2ccc(OCC(=O)NC3CCN(Cc4ccccc4)CC3)cc2oc1=O | 7 | -5 | 3 | 5 | i | 3 | x | 10 | 0
Cc1ccccc1C(=O)Nc1ccc(O)cc1C(=O)O | -6 | 5 | -1 | 6 | i | 4 | i | -9 | 0
C[C@H]1C=C(C(=O)O)O[C@@H](OCc2ccc(CO)cc2)C1 | 4 | -3 | -9 | -4 | i | -3 | i | 3 | 3
O=[N+]([O-])c1cc(C(F)(F)F)cc([N+](=O)[O-])c1NCc1cccnc1 | 0 | 3 | -9 | -16 | i | -2 | i | 4 | -4
O=C(N/N=C/C=C/c1ccccc1)c1cccs1 | 7 | -2 | -4 | 3 | i | -2 | i | -3 | 3
Cc1c(C(C)CCCO)oc(=O)c2c1Oc1c(C)c(C(C)C[C@H](C)O)oc(=O)c1C2 (stereo partly specified) | -3 | 3 | -7 | 5 | i | 1 | i | 15 | -2
COc1cccc(CC(=O)Nc2nc(-c3cccnc3)cs2)c1 | -8 | 0 | -11 | 9 | i | -5 | i | 1 | -3
Cn1c(=O)n(C)c2cc(S(=O)(=O)Nc3ccccc3C(=O)O)ccc21 | -7 | -8 | -9 | 2 | i | -3 | + | 8 | -1
CCOC(=O)Cn1c(=O)oc2cc(S(=O)(=O)NCc3ccccn3)ccc21 | -18 | -3 | -9 | 2 | i | -4 | i | -9 | -2
CC(C)(C)NC(=O)CSc1nncn1-c1ccccc1 | -2 | -2 | -8 | 0 | i | 8 | i | 5 | -2
Brc1ccc(OCCN2CCOCC2)cc1 | -1 | 0 | -4 | 2 | i | -2 | i | -11 | -1
CNS(=O)(=O)c1ccc(NC(=O)Nc2ccc3c(c2)OCO3)cc1 | 6 | -3 | -3 | 3 | i | 2 | i | -8 | 0
Cc1ccc(-c2noc(-c3cccs3)n2)cc1 | 4 | 0 | 27 | 0 | i | -2 | i | 67* | 1

Additional compounds:
SMILES | PABP1 MLLE inh | NadD inh | FAS TE block | CSN inh | Rpn11 inh | MT1-MMP act inh | Neddylation inh | SKN-1 block | Rin1-Abl PPI inh
CCC1CCc2c(sc(NC(=O)c3cnccn3)c2C(N)=O)C1 (stereo unspecified) | 31 | -8 | -6 | -1 | i | -3 | i | 14 | 2
CS(=O)(=O)N1CCN=C1SCc1cccc(F)c1 | 2 | 0 | 1 | 0 | i | 2 | i | 9 | -1
O=C(CC1C(=O)N(c2ccccc2)C(=O)N1C1CCCCC1)Nc1ccccc1 (stereo unspecified) | 5 | -7 | -4 | 2 | i | 1 | i | 9 | 3
Cc1ccc(N(CCC#N)C(=O)COC(=O)C2=COCCO2)cc1 | -4 | -3 | -8 | 0 | i | 5 | i | -4 | -2
N#Cc1c(NC(=O)CN2C(=O)c3ccccc3C2=O)oc(-c2ccccc2)c1-c1ccccc1 | 9 | 33* | 18 | -1 | i | 17 | i | 15 | -5
CCNC(=S)N1CCNC(=O)C1CC(=O)OC (stereo unspecified) | -24 | 2 | 10 | 81* | i | 1 | i | 7 | 3
CCOc1cc(/C=N\Nc2nc(-c3ccc(C)cc3)c(NC(C)=O)s2)ccc1O | -51 | 3 | 3 | -1 | i | 2 | i | -1 | -2
O=C(COc1coc(CN2CCN(c3ccc(F)cc3)CC2)cc1=O)NC1CCCCC1 | -1 | -2 | -3 | 0 | i | -9 | i | -3 | 0
O=c1c2ccccc2nc(/C=C/c2ccc(O)cc2)n1CCc1ccccc1 | -21 | 5 | 18 | 0 | i | -22 | x | 10 | -2
O=C(NCc1ccc(F)cc1)C(c1ccccc1)N(CC1CCCO1)C(=O)Cn1nnc2ccccc21 (stereo unspecified) | -3 | -4 | 6 | 4 | i | 1 | i | 5 | 1
CC(=O)Nc1nc(-c2ccccc2)cc(-c2ccco2)c1C#N | -26 | 3 | -10 | 6 | i | -1 | i | 12 | -2
Cc1noc(C)c1C(=O)OCC(=O)NC(=O)c1ccc(C(C)(C)C)cc1 | 11 | -2 | 12 | 5 | i | -3 | i | 15 | 0
O=C1CCC(C(=O)N2CCSCC2)CN1Cc1cccc(C(F)(F)F)c1 (stereo unspecified) | -1 | 2 | -6 | 7 | i | 0 | i | 20 | -2
CSc1ccccc1OCc1cc(C(=O)NCCc2nc(C)cc(C)n2)no1 | -8 | 5 | -4 | 3 | i | 1 | i | 15 | -1
COC(=O)CN1C(=O)C(O)(CC(=O)c2ccc(C)cc2)c2ccccc21 (stereo unspecified) | 9 | 0 | 0 | 6 | i | 1 | i | -9 | -1
Cc1ccccc1CNC(=O)C(C)Sc1ccccc1 (stereo unspecified) | 5 | -3 | 1 | 0 | i | 1 | i | 10 | 1
NC(=O)Cn1nc(C(F)(F)F)c2c1CCCC2 | 6 | -3 | -5 | -4 | i | -1 | i | -1 | -7
